TNAP activators: human TNAP enzyme activators, primary screen, biochemical, luminescent, no phosphate acceptor, uHTS (AID 1001); actives 0.03% (n = 200,000); purified TNAP, luminescent activation assay, no phosphate acceptor; higher activation fold means a stronger effect; activation fold at 20 µM, or EC50 in µM where a hit was titrated; in the data active = activation fold from about 3, or a potency from the dose series; inactive = the rest, 99 in 100 with activation fold below about 1.6; also: many of its hits are not listed in these tables
T cell modulator: modulates CD8 T cell binding to vesicles. 2C CD8+ T cell-vesicle binding, flow cytometry; hits give low values. calls only at 7 µM. actives 0.068% (n = 330,000). AID 2052;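 active = response, share of CD8 T cells binding vesicles, and their 90th percentile fluorescence all below set limits, cut at about 80% in these data, passing the limit was not always enough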
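incubation = binding step 1.5 h, 37 °C, antibody labelling 20 min, ice | test system = 2C mouse CD8+ T cells | read-out basis = percent CD8+ FL2 mean versus row control | controls = Peptide-free naked vesicles (low) and QL9 vesicles with 0.7% DMSO vehicle (high) | detection = flow cytometry of vesicle-bound cells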
Myeloid diff 2: compounds promoting myeloid differentiation | ER-HoxA9 myeloid progenitors, lysozyme-GFP differentiation, flow cytometry | calls only at 10 µM | actives 1% (n = 360,000) | AID 624256;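 active = normalized GFP-positive differentiation at or above the plate's own cutoff, the solvent-only control mean plus 3 SD; inconclusive = no clear call, values can overlap the other calls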;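 also: cells exposed to compound for four days before flow analysis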
SV40 large T antigen: SV40 large T antigen inhibitors, biochemical (AID 1903). actives 0.39% (n = 310,000). one-dose inhibition, % at 20 µM; IC50 in µM for titrated hits. SV40 large T antigen ATPase/helicase inhibition assay; higher % means a stronger effect; in the data active = a potency from the dose series; inconclusive = inhibition mostly from about 32% at the one dose, without a potency; inactive = the rest, 99 in 100 with inhibition below about 32%; also: strong numbers were not always called active
MgcRacGAP inhibition: MgcRacGAP GTPase-activating activity inhibitors, confirmation, biochemical, ADP Hunter fluorescence. MgcRacGAP-stimulated Rac1 GTP hydrolysis, ADP Hunter fluorescence; higher % means a stronger effect; GST-tagged Rac1 F28L mutant substrate. one-dose inhibition, % at 30 µM; IC50 in µM for titrated hits. actives 0.6% (n = 340,000);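 active = first-screen hits whose inhibition reached a set limit at any dose in the follow-up dose series; inconclusive = inhibition above the set first-screen limit but never retested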;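 also: fluorescence reports GDP produced by GAP-driven GTP hydrolysis; strong numbers were not always called active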
RSV CPE inhibition: RSV antiviral activity via CPE protection, HEp-2 cells, primary 10 µM value included (AID 2391); HEp-2 cells, RSV-induced CPE inhibition; higher % means a stronger effect; actives 0.13% (n = 310,000); CPE inhibition, % at 10 µM, or IC50 in µM where a hit was titrated; in the data active = a potency from the dose series; inconclusive = CPE inhibition mostly from about 23% at the one dose, without a potency; inactive = the rest, 99 in 100 with CPE inhibition below about 21%; also: strong numbers were not always called active
Salmonella PhoP GFP: PhoP-dependent GFP reporter repression – Salmonella Typhimurium, primary screen (AID 1863) | inhibition, % at 50 µM; hits with a dose series show IC50 in µM | S. Typhimurium PhoP-regulated promoter GFP reporter, 4 h; higher % means a stronger effect | actives 0.16% (n = 300,000);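 active = inhibition over 29.93%, a cutoff 3 SD above the screen mean, later confirmed by dose response; inconclusive = inhibition over 29.93% but no dose response follow-up; inactive = inhibition at most 29.93% or unconfirmed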;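 also: 0% = low Mg2+ inducing control and 100% = high Mg2+ repressing control; strong numbers were not always called active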
NTR1 ag: NTR1-driven beta-arrestin-GFP spot formation – imaging, U2OS cells, high content, primary screen (AID 493036); activation, % at 20 µM; P30989; actives 0.17% (n = 330,000); agonist mode;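 active = activation at or above 40% of the spot to cytoplasm intensity ratio, with at least 20 cells analyzed; inconclusive = wells under 20 cells, flagged as cytotoxic or low count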;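 also: 0% = DMSO without peptide and 100% = 100 nM NTR1 peptide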
Target sequence (P30989 whole entry, looked up): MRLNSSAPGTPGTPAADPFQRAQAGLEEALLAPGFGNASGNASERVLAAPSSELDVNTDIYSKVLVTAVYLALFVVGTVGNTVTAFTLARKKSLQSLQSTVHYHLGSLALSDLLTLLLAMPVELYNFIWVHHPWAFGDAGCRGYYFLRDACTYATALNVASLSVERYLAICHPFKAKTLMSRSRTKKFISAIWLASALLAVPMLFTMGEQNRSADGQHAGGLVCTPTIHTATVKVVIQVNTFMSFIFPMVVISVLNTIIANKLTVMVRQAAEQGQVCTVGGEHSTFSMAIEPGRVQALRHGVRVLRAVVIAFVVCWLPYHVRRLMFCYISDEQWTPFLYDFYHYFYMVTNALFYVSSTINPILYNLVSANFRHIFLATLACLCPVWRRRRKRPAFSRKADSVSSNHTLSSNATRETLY
UTI89 phage lysis: protection from phage-mediated lysis, alamar blue read-out – E. coli UTI89, K1F phage, bacterial capsule biogenesis inhibitors (AID 488966); E. coli UTI89 K1F phage lysis, alamar blue, 2 h; higher % means a stronger effect; one-dose inhibition, % at 100 µM; IC50 in µM for titrated hits; actives 0.02% (n = 340,000);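 active = phage lysis inhibition, versus mean bacterial control, above a set limit; inconclusive = no clear call, values can overlap the other calls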;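 also: capsule biogenesis inhibitors block K1F phage lysis so surviving cells raise fluorescence; higher fluorescence means more inhibition of phage lysis; actives were called in the ten point dose series up to 300 µM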
T cell modulator vesicle-bound %: further read-out of T cell modulator, marked with its call; double positive events, %; measured here: CD8+ vesicle-bound cell fraction;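 binding gate set so that unloaded-vesicle control wells show 10% double positive cells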
NTR1 ag cell count 20 µM: second read-out of NTR1 ag, no call of its own (marks repeat the call); cell count; measured here: cell count, cytotoxicity flag
Myeloid diff 2 GFP+ MAC1+ %: second read-out of Myeloid diff 2, no call of its own (marks repeat the call); GFP+ MAC1+ double positive, %; measured here: differentiation confirmed by MAC1 staining
Numbers without * were called inactive; i = inactive; ? = inconclusive; · = not tested or not shown; [ ] = another dose, or the depositor's remark.

SMILES | TNAP activators | T cell modulator | T cell modulator vesicle-bound % | Myeloid diff 2 | Myeloid diff 2 GFP+ MAC1+ % | SV40 large T antigen | MgcRacGAP inhibition | RSV CPE inhibition | Salmonella PhoP GFP | NTR1 ag | NTR1 ag cell count 20 µM | UTI89 phage lysis
COc1cccc(C2NC(=O)CCC2[N+](=O)[O-])c1 (stereo not given) | · | i | 51.8 | i | 1.0 | 8.6% | 3.6% | 1.1% | -3.3% | -0.2 | 91 | 1.6%
COc1ccc(/C=C/C(=O)NC(=S)Nc2ccccn2)cc1 | · | i | 12.7 | i | 0.6 | 3.7% | 7.1% | 1.8% | 9.8% | 0.0 | 89 | 1.8%[50 µM]
C[C@H]1CN([C@@H](C)CO)C(=O)c2cc(NC(=O)c3ccncc3)ccc2O[C@H]1CN(C)Cc1ccc(C(=O)O)cc1 | · | i | 22.7 | i | 1.5 | · | 4.8% | · | · | -1.7 | 58 | 1.6%
C/C(=N/NS(=O)(=O)c1ccc(C)cc1)c1c(O)c2ccccc2oc1=O | · | i | 39.3 | i | 0.5 | 17.9% | 7.3% | ? | -0.8% | 0.1 | 60 | -1.0%[50 µM]
CCOc1cc(NC(=S)Nc2cccc(OC)c2)c(OCC)cc1NC(=O)C(C)C | 1.1 | i | 44.3 | i | 2.6 | 22.5% | 19.0% | 2.1% | 5.1% | 3.7 | 66 | 3.3%
Cn1c(NNC(=O)C(c2ccccc2)c2ccccc2)cc(=O)n(C)c1=O | 1 | i | 62.8 | i | 0.4 | 22.5% | 0.9% | 3.6% | -0.9% | 0.9 | 62 | 0.2%
O=C(NCCCn1ccnc1)c1ccc(S(=O)(=O)Nc2ccccc2)cc1 | · | i | 58.7 | i | 0.4 | 10.5% | 11.9% | -1.9% | -11.1% | 0.4 | 51 | 0.2%[50 µM]
Cc1cnccc1NC(=O)c1cccs1 | 1 | i | 24.9 | i | 0.6 | 6.8% | 3.8% | 0.1% | -7.9% | -1.5 | 85 | 0.1%
CC(C)(C)OC(=O)N1CCC(CNC(=O)c2ccccc2)CC1 | · | i | 46.8 | i | 0.5 | 14.8% | · | · | -2.1% | -0.2 | 46 | ·
COc1cc(OC)cc(C(=O)OCC(=O)N2CCCC2)c1 | · | i | 45.4 | i | 1.6 | -0.6% | 4.5% | 0.8% | -0.1% | -1.1 | 52 | -0.4%
CN(C(=O)c1c(Cl)nc2sccn12)C1CCCCC1 | 1 | i | 30.7 | i | 4.2 | 7.5% | 0.1% | 0.0% | -5.2% | -0.1 | 54 | 1.6%[50 µM]
Cc1ccc(N2CCN(Cc3ccccc3)CC2=O)c(C)c1 | · | i | 57.2 | i | 0.5 | 6.5% | ? | 2.6% | -1.3% | 0.3 | 62 | 1.2%
c1ccc2c(CNc3ccc(CNc4ncn[nH]4)cc3)cccc2c1 | 1.2 | i | 25.6 | i | 0.6 | 13.9% | 8.9% | 7.8% | 2.2% | 0.9 | 41 | 2.0%
O=C(NC1CC2CCC1C2)c1ccco1 (stereo not given) | · | i | 13.4 | i | 1.9 | 10.1% | 3.5% | 2.0% | -3.2% | 0.5 | 45 | 0.2%
CCCOc1ccccc1NC(=O)Nc1ccccc1Cl | 1.4 | i | 55.8 | i | 0.4 | 12.5% | 10.4% | 1.5% | 9.2% | 0.3 | 90 | 0.3%
CCCCN(C(=O)c1c(CC)noc1C)c1c(N)n(CCC)c(=O)[nH]c1=O | · | i | 53.0 | i | 0.3 | 16.8% | 2.4% | -1.9% | -9.1% | 0.5 | 54 | 1.5%[50 µM]
COC(=O)c1nc(NC(=O)c2ccc(Cl)cc2)n[nH]1 | 1 | i | 27.5 | i | 4.2 | -6.4% | 13.2% | 1.4% | 14.0% | 1.4 | 52 | 0.1%
CCc1ccc(-c2cc(C(=O)Nc3ccc(S(=O)(=O)NC(C)=O)cc3)c3ccccc3n2)cc1 | 1 | i | 7.8 | i | 0.8 | 6.7% | -7.1% | · | 2.2% | -0.8 | 47 | -0.6%
CCCOC1CCCN(C(=O)c2ccc(OC)c(OC3CCN(C(C)C)CC3)c2)C1 (stereo not given) | · | i | 7.9 | i | 0.9 | 9.6% | 4.3% | 0.0% | 9.2% | -0.8 | 46 | 2.5%[50 µM]
Cc1cc(OCC(=O)OCC(=O)NC2CCCCC2C)ccc1Cl (stereo not given) | · | i | 40.9 | i | 0.5 | · | 6.0% | 1.4% | · | 1.7 | 77 | 0.7%[50 µM]
Cc1csc(SCC(=O)Nc2cccc3nsnc23)n1 | 1.1 | i | 41.9 | i | 0.1 | 3.2% | 5.3% | 0.1% | -5.2% | 0.7 | 47 | -0.1%[50 µM]
c1ccc(NC2=NCCN2CCC2CCCC2)cc1 | · | i | 25.1 | i | 1.7 | 5.8% | 4.4% | -0.8% | 3.8% | -1.1 | 78 | 1.2%
O=C(CSc1n[nH]c(-c2cccnc2)n1)Nc1ccccc1[N+](=O)[O-] | · | i | 8.3 | i | 0.3 | 7.1% | 7.4% | 1.6% | -2.4% | -2.0 | 62 | 0.1%
CN(CC(=O)Nc1ccc(F)cc1)c1ccc(S(=O)(=O)N2CCCCC2)cc1[N+](=O)[O-] | 1.1 | i | 28.4 | i | 0.3 | 7.5% | 7.9% | 10.1% | 9.8% | 1.1 | 69 | 2.9%
CCc1ccc(CN(C)Cc2nc(-c3cccc(Cl)c3)no2)nc1 | 1.1 | i | 28.3 | i | 0.6 | 19.2% | 9.9% | 0.5% | -3.0% | 1.1 | 53 | 0.3%
CC(NC(=O)Cc1ccc([N+](=O)[O-])cc1)c1ccc2c(c1)OCO2 (stereo not given) | · | i | 55.6 | i | 0.5 | 13.8% | 13.6% | 2.5% | -7.0% | -0.4 | 51 | 0.1%
Cc1ccc2c(Cl)c(C(=O)NC3CC3)sc2c1 | · | i | 38.3 | i | 0.8 | 20.6% | 4.4% | 3.4% | 2.3% | 1.1 | 56 | 0.1%
Cc1c(Cl)cccc1NC(=O)c1cc(S(=O)(=O)N2CCOCC2)cn1C | · | i | 29.0 | i | 2.6 | 16.4% | -0.5% | 0.1% | · | -1.9 | 103 | 5.8%
CC1CCCCC1NC(=O)c1ccc(S(=O)(=O)NCc2ccco2)cc1 (stereo not given) | 1 | i | 19.8 | i | 8.0 | -2.4% | 2.0% | -0.9% | -6.0% | 0.9 | 59 | 4.7%
CC(C)N=C1SC(CC(=O)Nc2ccccc2)C(=O)N1C(C)C (stereo not given) | 1 | i | 60.3 | i | 0.8 | · | 5.3% | 2.6% | · | -1.3 | 83 | -1.5%
Cc1cccc(OCC(=O)N(Cc2cccs2)C2CCS(=O)(=O)C2)c1 (stereo not given) | 1.1 | i | 62.6 | i | 1.0 | 1.4% | 5.1% | 0.2% | -11.2% | 5.4 | 68 | 0.9%
O=C1C(=O)N(CC2CCCO2)C(c2ccco2)/C1=C(/O)c1ccc(F)cc1 (stereo not given) | 1 | i | 47.5 | i | 0.9 | 6.0% | 6.4% | 0.0% | -8.0% | -0.8 | 63 | 0.6%
COC(=O)[C@H](CC(C)C)NC(=O)Cn1cnc2c(NCc3ccccc3)ncnc21 | · | · | · | i | 0.5 | · | 6.4% | · | · | 0.3 | 76 | -0.3%
COc1ccccc1NC(=O)CSc1ccc(-c2ccc(-n3cccn3)cc2)nn1 | · | i | 35.5 | i | 0.7 | 14.1% | -0.9% | 1.4% | 10.7% | 5.5 | 61 | 0.7%[50 µM]
COCCCN1C(=O)C(O)=C(C(=O)c2ccco2)C1c1cccc(Br)c1 (stereo not given) | 1.1 | i | 9.5 | i | 10.4 | 5.7% | -0.1% | 0.9% | -5.1% | 0.0 | 56 | 0.4%
COc1ccc(NC(=O)c2cc(C)nc3ccccc23)cc1S(=O)(=O)Nc1ccccc1Cl | 1.2 | i | 47.8 | i | 1.4 | 6.2% | 4.5% | 1.6% | 4.3% | 2.7 | 60 | 0.3%[50 µM]
COC(=O)/C=C1/SC(=NC(=O)c2ccccc2)NC1=O | 1.1 | i | 7.3 | i | 0.6 | 2.4% | 12.9% | 0.7% | -12.5% | 1.3 | 35 | 1.6%[50 µM]
Cc1ccc(N2C(=O)C3N=NN(CC(=O)N4N=C(c5ccccc5)CC4c4ccccc4)C3C2=O)cc1 (stereo not given) | 0.9 | i | 40.0 | i | 0.1 | 2.9% | 0.9% | 0.7% | 0.7% | 2.9 | 53 | 2.1%
CCOC(=O)Cc1ccc(NC(=O)c2ccc(C(C)(C)C)cc2)cc1 | 1 | i | 35.6 | i | 0.2 | 12.6% | 8.0% | 7.3% | -3.4% | 6.7 | 56 | -0.9%
CC(=O)c1cccc(NC(=O)N2CCCC2C(=O)Nc2cccc(C)c2C)c1 (stereo not given) | 1.1 | i | 28.8 | i | 0.8 | 7.5% | 10.4% | -0.5% | 13.7% | -4.6 | 6 | 2.0%
Cc1ccc(C(=O)CSc2nnc(-c3ccc4[nH]c(C)c(C)c4c3)o2)cc1C | 1.1 | i | 38.2 | i | 5.9 | 5.6% | 8.4% | ? | -0.3% | 1.6 | 49 | 3.1%
CCOc1ccc(C(=O)NCCc2cnc[nH]2)cc1OCC | · | i | 47.2 | i | 0.4 | 8.9% | -7.0% | 1.8% | 3.0% | -0.4 | 79 | 0.1%
O=C(Cc1cccs1)N(Cc1cccs1)C1(C(=O)NC2CCCC2)CCCCC1 | 1.2 | i | 25.6 | i | 0.8 | 1.1% | 6.9% | 5.7% | 3.3% | -0.2 | 76 | 2.5%
Cc1ccc(NC(=O)CSc2n[nH]c(-c3cccnc3)n2)c(Br)c1 | · | i | 17.2 | i | 1.8 | 6.8% | 4.3% | 2.5% | -3.0% | 0.2 | 60 | 0.1%
CSc1nc(C)c(CCOCc2ccc(F)cc2)c(=O)[nH]1 | 1.1 | i | 44.6 | i | 0.2 | 6.6% | · | 1.2% | -1.4% | 1.2 | 53 | ·
Cn1c(N)c(C(=O)COC(=O)/C=C/c2ccc(OC(F)F)cc2)c(=O)n(C)c1=O | 1 | i | 57.6 | i | 0.4 | 6.3% | 2.1% | 1.2% | -5.1% | 5.5 | 48 | -1.6%
COc1ccc2c(c1)CCc1sc(NC(=O)c3ccc(C)cc3)nc1-2 | 1.1 | i | 39.1 | i | 0.5 | 2.8% | 6.2% | 5.9% | -3.5% | 5.3 | 41 | 0.6%
